# 14-3-3g Raf: 14-3-3 gamma protein interaction modulation; hit rate 0.19% among 160,000; inhibition, % at 40 µM; FP, 14-3-3gamma / TMR-pS259-Raf peptide binding; in the data active = inhibition above about 30%;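 note: 0% = protein plus tracer without compound and 100% = blank with tracer alone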
# Target sequence (P61981 whole entry, looked up): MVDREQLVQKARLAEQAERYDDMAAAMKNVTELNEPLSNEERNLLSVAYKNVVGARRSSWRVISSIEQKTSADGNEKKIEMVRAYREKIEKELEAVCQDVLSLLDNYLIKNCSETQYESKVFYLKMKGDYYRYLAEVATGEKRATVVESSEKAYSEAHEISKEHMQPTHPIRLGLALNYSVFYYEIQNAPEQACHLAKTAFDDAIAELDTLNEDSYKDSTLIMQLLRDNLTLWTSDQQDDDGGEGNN
# * = called active by the depositor; & = joins results of further samples. An excerpt; count on the stated rates, not on these rows.
SMILES,14-3-3g Raf
CC(=O)C1=C(C)Nc2ncnn2C1c1cccc([N+](=O)[O-])c1 (stereo not given),2
CC1(C)CC(=O)C2=C(C1)Nc1ccccc1NC2c1ccc(-c2ccc([N+](=O)[O-])cc2Cl)o1 (stereo not given),2
O=C(OCCSC1=NS(=O)(=O)c2ccccc21)c1ccccc1,2
CCC(=O)N1c2ccccc2-c2nnc(SC)nc2OC1C (stereo not given),-15
CSc1nc2c(c(=O)n(C)c(=O)n2C)n1CCC(C)C,-4
CCC1CCCCN1C(=O)CSc1nnc(-c2ccc(OC)c(OC)c2)o1 (stereo not given),0
CCOC(=O)c1sc2nc(C)cc(C)c2c1N,-7
O=C(C1CCC(CNS(=O)(=O)c2ccc(Br)s2)CC1)N1CCN(c2cccc(C(F)(F)F)c2)CC1 (stereo not given),-9
CCC(C(=O)NC1CCCC1)N(Cc1ccc2c(c1)OCO2)C(=O)c1snc(C(N)=O)c1N (stereo not given),-2
COc1ccc(-c2cc3ccccc3n2CC(O)CNC2CCCCC2)cc1 (stereo not given),-4
CC(C)(C)C(=O)Nc1nnc(C23CC4CC(CC(C4)C2)C3)s1,-1
COc1ccc(S(=O)(=O)NCCCN2CCOCC2)c2ccccc12,3
CCOC(=O)C1C(=O)CC(C)(O)C(C(=O)OCC)C1c1ccccc1 (stereo not given),13
COc1nc(/C(N)=N/O)nc(N2CCCCC2)n1,1
Cc1ccc(CC(=O)Nc2ccc3nc(N4CCCCC4)cc(C)c3c2)cc1,-12
Cc1ccc(-c2nc3nc4ccccc4nc3n2Cc2ccco2)cc1,-4
CSc1nc2ccccc2n1CC(=O)Nc1c(C)cccc1C,-6
CCCNC(=O)CCN1C(=S)NC(C)(C)CC1C (stereo not given),-3
CCC(=O)N1CCc2cc(Br)cc(S(=O)(=O)N3CCN(C(=O)c4ccco4)CC3)c21,-9
O=C(Nc1ccc(Br)cc1)C1C2C=CC3(O2)C1C(=O)N(CC1CCCO1)C3C(=O)NC1CCCCC1 (stereo not given),6
O=C1C2CC=C(Cl)CC2C(=O)N1c1ccc([N+](=O)[O-])cc1O (stereo not given),1
CCCn1c(=N)c(C(=O)NCc2ccco2)cc2c(=O)n3ccccc3nc21,-32
CSc1ccc(C2C3=C(CC(C)(C)CC3=O)Nc3ccc4ccccc4c32)cc1 (stereo not given),-3
CC(C)CCNC(=O)c1ccc2c(c1)N(Cc1ccccc1F)C(=O)c1ccccc1S2,-18
O=C(c1ccc(COc2ccccc2Br)o1)N1CCCCCC1,3
COc1ccc(C2C(C(=O)OC3CCCC3)=C(C)NC3=C2C(=O)CC(C)(C)C3)cc1OC (stereo not given),-9
O=C(NCc1ccccc1Cl)c1cc(=O)[nH]c2ccc(S(=O)(=O)N3CCCC3)cc12,-9
COc1ccc(C2C(C(=O)N3CCCC3)CC(=O)N2c2ccc(OC)cc2)cc1 (stereo not given),-5
O=C(OCC(=O)c1c[nH]c2ccccc12)C1=COCCO1,-4
CS(=O)(=O)c1nc(-c2ccc(F)cc2)cc(C(F)(F)F)n1,-1
NC(=O)c1ccccc1NC(=O)CCn1c(=S)oc2ccccc21,2
C=CCn1c(=NC(=O)C2CC2)sc2cc(NC(C)=O)ccc21,-2
CC(C)CCNC(=O)c1ccc2c(=O)n(CCCN3CCCC3=O)c(=S)[nH]c2c1,-2
O=c1ccn(Cc2ccccc2)c(=O)n1Cc1ccccc1,-4
CC1=C(C(N)=O)C(c2cccc(O)c2)n2nc(SCc3ccccc3Cl)nc2N1 (stereo not given),-7
Cc1ccc2c(c1)N(CCC(=O)NCCCN1CCOCC1)C(=O)CO2,-3
CCN(CC)c1ncnc2sc(C(=O)Nc3cc([N+](=O)[O-])ccc3OC)c(C)c12,3
Cc1ccc(Nc2nc(-c3ccc(S(=O)(=O)N4CCOCC4)cc3)cs2)cc1C,0
O=C(O)CNS(=O)(=O)c1ccccc1,2
Cc1ccc(-c2cc(C(F)(F)F)n3ncc(C(=O)Nc4cccc(C)c4C)c3n2)cc1,3
CN(C)c1nc(-c2ccccc2)cc(-c2ccccc2)c1C#N,-6
CSC1=NCCN1C(=O)c1ccccc1Br,-1
O=C(O)C1CCCCN1S(=O)(=O)c1ccc2ccccc2c1 (stereo not given),1
O=C(Nc1nc2nc(-c3ccccc3)cc(-c3ccccc3)n2n1)c1ccccc1,-13
O=C(c1ccc(Cl)cc1)c1c(O)cc(-c2ccc(Cl)cc2)oc1=O,0

# 3 of these compounds in another layout:
CSC1=NCCN1C(=O)c1ccccc1Br
  14-3-3g Raf: -1

Cc1ccc(Nc2nc(-c3ccc(S(=O)(=O)N4CCOCC4)cc3)cs2)cc1C
  14-3-3g Raf: 0

Cc1ccc2c(c1)N(CCC(=O)NCCCN1CCOCC1)C(=O)CO2
  14-3-3g Raf: -3

# (continued)
SMILES,14-3-3g Raf
CCN1CCN(C(=O)c2cn(CC(C)C)c(=O)c3cc(OC)c(OC)cc23)CC1,-6
COc1cc(C2Oc3ccccc3C=C2[N+](=O)[O-])ccc1OCc1ccccc1 (stereo not given),-29
COc1cccc(OC)c1OCCCCCc1c(C)n[nH]c1C,6
CCC(Sc1nc2cc3c(cc2c(=O)n1Cc1ccc(OC)cc1)OCO3)C(=O)Nc1cccc(C)c1 (stereo not given),-6
CCCCCOC(=O)C1=C(C)NC2=C(C(=O)CC(C)(C)C2)C1c1ccncc1 (stereo not given),-3
Cc1ccc(C)c(NC(=O)CC(C)Cc2ccc(Cl)cc2)c1 (stereo not given),-6
O=C(Cc1ccc(F)cc1)Nc1cc(SCCO)cc([N+](=O)[O-])c1,-1
O=C(Oc1cccc(C(=S)N2CCCCC2)c1)c1cccc2ccccc12,-7
Cc1ccc(CNC(=O)c2cccc(OCc3c(C)noc3C)c2)cc1,1
Cc1c(C(=O)N2CC(C)CC(C)C2)sc2ncnc(N3CCOCC3)c12 (stereo not given),9
CCN1C(=O)C(C(=O)Nc2ccc(OC)cc2)C2CC1(C)Oc1ccccc12 (stereo not given),0&6
O=C(CSc1ccc(Cl)cc1)N1CCc2ccccc21,-5
CCOC(=O)CN1CC23C=CC(O2)C(C(=O)Nc2cc(OC)ccc2OC)C3C1=O (stereo not given),6
CCNS(=O)(=O)c1ccc(OC)c(C)c1,3
O=C(NCCc1ccccc1)c1ccc2c(=O)n(CC3CCCO3)c(=O)[nH]c2c1 (stereo not given),-6
Cc1nn2c(-c3cccc(NC(=O)c4ccco4)c3)nnc2c2ccccc12,-4
Clc1ccc(OCc2cn3ccccc3n2)cc1,7
Cc1ccc(S(=O)(=O)N=C(CN2CCCCC2)N2CCN(S(=O)(=O)c3ccc(C)cc3)C2c2ccc(N(C)C)cc2)cc1 (stereo not given),-11
COc1ccccc1CNc1ccc(C(=O)Nc2ccc(C(F)(F)F)cc2)cc1[N+](=O)[O-],-23
COc1cccc(CNC(=O)C2CCN(S(=O)(=O)c3cccnc3)CC2)c1,1
O=C(CCCn1c(=S)[nH]c2ccccc2c1=O)N1CCc2ccccc21,-1
CCOC(=O)CN1C(=O)CSc2ccc(S(=O)(=O)N(CC)CC)cc21,-11
Cc1ccccc1C(=O)Nc1ccc(S(=O)(=O)Nc2ncccn2)cc1,2
CCOC(=O)C1=C(N)OC2=C(C(=O)CCC2)C1c1ccc(C)s1 (stereo not given),-4
CCOC(=O)C1=C(C)NC2=C(C(=O)CC(C)(C)C2)C1c1ccc(OC(C)=O)cc1 (stereo not given),-15
O=C1c2ccccc2C(=O)N1CSc1ncccn1,2
COc1ccccc1NC(=O)N1CCCC1C(=O)NC12CC3CC(CC(C3)C1)C2 (stereo not given),-9
CCc1ccccc1Nc1cc(C(=O)NCc2ccc(OC)cc2)c2ccccc2n1,12
CN1C2C=C(N(CCc3c[nH]c4ccccc34)C(=O)c3ccccc3)CC1CC2 (stereo not given),-4
Cc1c(Cl)cccc1NC(=O)CC1CS(=O)(=O)CC1CC(=O)Nc1cccc(Cl)c1C (stereo not given),-44
O=C(c1ccc(CN2CCc3ccccc3C2)cc1)N1CCCCC1,-20
O=C(NCc1cccs1)c1cc2ccccc2o1,-3
CCCCN1C(=O)C(O)(CC(=O)c2ccc(Cl)cc2)c2cc(Br)ccc21 (stereo not given),2
O=C1C2C3C=CC(C4CC34)C2C(=O)N1c1ccc(Cl)cc1 (stereo not given),1
CCC(=O)N1c2ccc(S(=O)(=O)CCC(=O)N3CCN(c4ccc(C(C)=O)cc4)CC3)cc2CC1C (stereo not given),0
CC1CCCN(CC(O)COCc2ccc(Cl)cc2)C1 (stereo not given),-2
Cc1cc(Oc2nc3c(c(=O)n(Cc4ccc(F)cc4)c(=O)n3C)n2C)cc(C)c1Cl,10
COc1ccc(C(=O)Nc2cc3c(cc2C#N)OCO3)cc1S(=O)(=O)NCc1ccco1,-8
CC(C)CC(NC(=O)COc1cccc(Br)c1)C(=O)O (stereo not given),7
CCCn1c(CCc2ccccc2)nnc1SCC(=O)N1CCCC1,2
CCOC(=O)c1ccc(-c2nnc(-c3ccc(Cl)cc3Cl)o2)cc1,3
CCOC(=O)C1=C(C)NC(=O)NC1c1ccc(OC)cc1OC (stereo not given),6
COc1cccc(NC(=O)CNS(=O)(=O)c2ccc3nc(C)sc3c2)c1,3
O=c1cc(O)c2c(=O)n3c4c(cccc4c2o1)CCC3,-7
Cc1noc(/C=C/N(C)C)c1S(=O)(=O)N(C)CC(=O)NC1CCCCC1,-2

# A portion from the list above, for reference:
SMILES,14-3-3g Raf
CCOC(=O)C1=C(N)OC2=C(C(=O)CCC2)C1c1ccc(C)s1 (stereo not given),-4
CCOC(=O)C1=C(C)NC2=C(C(=O)CC(C)(C)C2)C1c1ccc(OC(C)=O)cc1 (stereo not given),-15
O=C1c2ccccc2C(=O)N1CSc1ncccn1,2
COc1ccccc1NC(=O)N1CCCC1C(=O)NC12CC3CC(CC(C3)C1)C2 (stereo not given),-9
CCc1ccccc1Nc1cc(C(=O)NCc2ccc(OC)cc2)c2ccccc2n1,12
CN1C2C=C(N(CCc3c[nH]c4ccccc34)C(=O)c3ccccc3)CC1CC2 (stereo not given),-4
Cc1c(Cl)cccc1NC(=O)CC1CS(=O)(=O)CC1CC(=O)Nc1cccc(Cl)c1C (stereo not given),-44
O=C(c1ccc(CN2CCc3ccccc3C2)cc1)N1CCCCC1,-20
O=C(NCc1cccs1)c1cc2ccccc2o1,-3
CCCCN1C(=O)C(O)(CC(=O)c2ccc(Cl)cc2)c2cc(Br)ccc21 (stereo not given),2
O=C1C2C3C=CC(C4CC34)C2C(=O)N1c1ccc(Cl)cc1 (stereo not given),1
CCC(=O)N1c2ccc(S(=O)(=O)CCC(=O)N3CCN(c4ccc(C(C)=O)cc4)CC3)cc2CC1C (stereo not given),0
CC1CCCN(CC(O)COCc2ccc(Cl)cc2)C1 (stereo not given),-2
Cc1cc(Oc2nc3c(c(=O)n(Cc4ccc(F)cc4)c(=O)n3C)n2C)cc(C)c1Cl,10
COc1ccc(C(=O)Nc2cc3c(cc2C#N)OCO3)cc1S(=O)(=O)NCc1ccco1,-8
CC(C)CC(NC(=O)COc1cccc(Br)c1)C(=O)O (stereo not given),7
CCCn1c(CCc2ccccc2)nnc1SCC(=O)N1CCCC1,2
CCOC(=O)c1ccc(-c2nnc(-c3ccc(Cl)cc3Cl)o2)cc1,3
CCOC(=O)C1=C(C)NC(=O)NC1c1ccc(OC)cc1OC (stereo not given),6
COc1cccc(NC(=O)CNS(=O)(=O)c2ccc3nc(C)sc3c2)c1,3
O=c1cc(O)c2c(=O)n3c4c(cccc4c2o1)CCC3,-7

# Other results.
SMILES,14-3-3g Raf
CC12CCC(C(=O)N(c3ccc(Br)cc3)C1=O)C2(C)C (stereo not given),6
CCOc1ccc(C(=O)Nc2nnn(CC)n2)cc1,3
CCOC(=O)COc1nc(Nc2ccccc2C)nc(N(C)C)n1,-4
CCCC(=O)Nc1ccc(C)cc1Br,2
COc1ccc(NS(=O)(=O)c2ccc(NS(=O)(=O)c3ccc(C)cc3)cc2)nn1,-1
CN(C)c1ccc(C2Oc3ccccc3C3=C2C(c2ccc(Cl)cc2)n2ncnc2N3)cc1 (stereo not given),2
CC1=CC(C)(C)Nc2ccc(OC(=O)CN3C(=O)C4CCCCC4C3=O)cc21 (stereo not given),-5
CCOc1ccc(S(=O)(=O)N2CCSC2c2ccc(OC)c(OC)c2)cc1 (stereo not given),3
Cc1sc2ncn(CC(=O)N3CCOCC3)c(=O)c2c1S(=O)(=O)N1CCOCC1,-6
O=C(Nc1cccc2ccccc12)c1cc2ccccc2oc1=O,2
O=C(NCc1ccco1)c1ccc2c(c1)ncn2C1CCCCC1,-2
COc1ccc(C2C(C(=O)N3CCN(c4cccc(Cl)c4)CC3)c3ccccc3C(=O)N2c2ccc(OC)cc2)cc1 (stereo not given),-3
O=c1oc2ccccc2cc1-c1csc(-c2ccc([N+](=O)[O-])cc2)n1,-10
O=C(CN1C(=O)c2ccccc2C1=O)OCc1nc2ccccc2s1,-11
CC1CCCC(C)N1C(=O)CSc1nnc(-c2cccs2)o1 (stereo not given),-6
Cc1ccc(OCC(=O)Nc2cccc(-c3nnc(-c4ccco4)o3)c2)cc1C,-14
Cc1cc(C)cc(NC(=O)C(CC(C)C)NC(=O)C2CCCCC2)c1 (stereo not given),2
Cc1ccc(S(=O)(=O)N2CC3(C)CN(S(=O)(=O)c4ccc(C)cc4)CC(C)(C2)C3O)cc1 (stereo not given),-8&7
Cc1c(N=c2scc(-c3ccc(Cl)cc3)n2Cc2ccco2)c(=O)n(-c2ccccc2)n1C,10
COc1cccc(NC(=O)C2c3ccccc3C(=O)N3CCc4ccccc4C23)c1 (stereo not given),8
Cc1cc(NC(=O)C(C)Oc2ccccc2)no1 (stereo not given),-5
Cc1ccc(-c2nn3c(C)nnc3s2)cc1NC(=O)CSc1ccc(Cl)cc1,-20
COC(=O)c1sc(N2C(=O)C(=O)/C(=C(/O)c3ccc(Cl)cc3)C2c2cccc(Br)c2)nc1C (stereo not given),-29
O=C(Cn1ncc2c(=O)oc3ccccc3c21)NC1CC1,-12&-15
CCOC(=O)Cc1csc(NC(=O)CSc2nc(C)cc(=O)[nH]2)n1,3
CCOc1ccccc1NC(=O)Cc1ccccc1OC,6
CC(=O)c1c(C)[nH]c(C(=O)Nc2cccc(C)c2C)c1C,-10
Cc1nc(-c2ccc(C(=O)N3CCOCC3)cc2)cs1,-7
Fc1ccc2nc(-c3ccccc3)nc(SCc3nnc(-c4ccccc4)o3)c2c1,-8
CC1CC(C)CN(CC(O)Cn2c3ccccc3c3ccccc32)C1 (stereo not given),-1
CCn1cc(C(=O)N2CCCc3ccccc32)c2cc(OC)c(OC)cc2c1=O,-12
CCOC(=O)c1ccc2nc(NC(=O)c3ccco3)sc2c1,-3
O=C1c2ccccc2-c2nnc(-c3cccs3)cc21,-6
